# High-throughput results (PubChem BioAssay)
# PvdQ acylase: P. aeruginosa PvdQ acylase inhibitors, primary screen, biochemical, fluorescence, plate reader and imaging, single point | PvdQ acylase [Pseudomonas aeruginosa LESB58] | purified PvdQ acylase | inhibition, % at 10 µM | 340,000 tested, 0.063% active; in the data active means inhibition above about 30%, passing the limit was not always enough; inconclusive means no clear call, values can overlap the other calls;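 further: 0% = vehicle neutral wells and 100% = reference inhibitor wells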
# AddAB inh: growth inhibition of E. coli expressing H. pylori AddAB, primary screen, AddAB inhibitor project, absorbance; inhibition, % at 11.9 µM; 330,000 tested, 0.29% active; AID 435030, 2010; in the data active means inhibition above about 12%;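 further: 0% = vehicle wells of infected cells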
# phage Ecoli inh: growth loss of phage-infected E. coli, primary screen, RecBCD inhibitor project, absorbance, with phage, HTS; 360,000 tested, 0.26% active; inhibition, % at 11.9 µM; in the data active means inhibition above about 11%
# CAL PDZ inh: CAL PDZ peptide-binding inhibitors, primary screen, biochemical, fluorescence polarization, Cer-tagged CAL PDZ, HTS; inhibition, % at 20 µM; purified CAL PDZ, TMR-peptide fluorescence polarization, 1 h; Golgi-associated PDZ and coiled-coil motif-containing protein (Homo sapiens), Q9HD26; 330,000 tested, 0.02% active;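 active means highest replicate inhibition of at least 40%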;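 further: plate controls were DMSO neutral control wells for no effect and unlabeled competitor peptide control wells for full effect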
#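 Material: tagged CAL PDZ protein CerCALP, purified; buffer or medium: sodium phosphate/NaCl buffer pH 7.4 with TCEP, IgG, Thesit; also added: fluorescent TMR peptide probe; schedule: 1 h incubation at room temperature before polarization reading; technique: fluorescence polarization from S- and P-plane intensities, G-factor corrected; control set: unlabelled peptide and DMSO controls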
# Rtt109 Vps75: inhibitors of C. albicans Rtt109/Vps75 HAT, primary screen, biochemical, ThioGlo CoA-SH fluorescence, plate reader; purified Rtt109/Vps75, 4 h; 330,000 tested, 0.16% active; inhibition, % at 34.9 µM; Histone acetyltransferase RTT109 (Candida albicans (strain SC5314 / ATCC MYA-2876)), …;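 active means inhibition of at least 50% in every replicate; inconclusive means best replicate reaches 50% inhibition but some replicates fall short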
# Target sequence (Q5AAJ8 whole entry, looked up): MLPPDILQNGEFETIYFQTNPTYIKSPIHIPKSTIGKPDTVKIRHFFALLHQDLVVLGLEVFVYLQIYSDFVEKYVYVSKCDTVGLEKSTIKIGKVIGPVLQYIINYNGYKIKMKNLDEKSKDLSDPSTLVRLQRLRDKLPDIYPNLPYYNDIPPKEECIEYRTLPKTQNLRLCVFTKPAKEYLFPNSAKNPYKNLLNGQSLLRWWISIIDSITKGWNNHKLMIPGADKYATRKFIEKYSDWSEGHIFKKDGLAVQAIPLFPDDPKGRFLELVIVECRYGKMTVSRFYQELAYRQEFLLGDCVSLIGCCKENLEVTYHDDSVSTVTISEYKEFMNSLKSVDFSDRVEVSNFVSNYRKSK
# DAGLB inh: DAGLB lipase inhibitors, primary screen, biochemical, fluorescence, HTS; HEK293T DAGLB membrane lysate, EnzChek fluorogenic substrate; inhibition, % at 5.17 µM; 340,000 tested, 0.059% active; AID 504411, 2011; in the data active means inhibition above about 34%;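 further: 0% = enzyme with vehicle and 100% = wells lacking enzyme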
# Target sequence (Q8NCG7 whole entry, looked up): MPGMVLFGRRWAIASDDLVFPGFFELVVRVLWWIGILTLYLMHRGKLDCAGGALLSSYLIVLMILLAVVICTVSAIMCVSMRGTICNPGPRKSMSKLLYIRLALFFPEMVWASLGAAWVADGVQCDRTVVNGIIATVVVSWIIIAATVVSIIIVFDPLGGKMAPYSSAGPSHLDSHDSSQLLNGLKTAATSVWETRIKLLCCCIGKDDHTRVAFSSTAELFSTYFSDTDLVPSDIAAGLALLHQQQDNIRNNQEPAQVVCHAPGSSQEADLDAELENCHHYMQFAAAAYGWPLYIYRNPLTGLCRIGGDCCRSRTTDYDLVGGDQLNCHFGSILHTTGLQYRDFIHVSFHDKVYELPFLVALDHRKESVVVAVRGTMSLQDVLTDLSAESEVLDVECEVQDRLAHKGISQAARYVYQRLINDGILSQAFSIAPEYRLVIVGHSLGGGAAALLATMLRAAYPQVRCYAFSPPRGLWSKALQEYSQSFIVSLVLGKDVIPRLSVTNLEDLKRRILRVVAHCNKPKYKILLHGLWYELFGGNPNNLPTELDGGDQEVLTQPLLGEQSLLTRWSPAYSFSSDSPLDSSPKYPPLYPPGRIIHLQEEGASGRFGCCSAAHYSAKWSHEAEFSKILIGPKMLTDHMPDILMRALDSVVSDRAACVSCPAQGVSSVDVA
# Wnt bcat act: Wnt/beta-catenin pathway activators, primary screen, cell-based, plate reader, single point; activation, % at 9.35 µM; 300,000 tested, 1.2% active; Wnt/beta-catenin reporter cell assay, activator; AID 743398, 2014; in the data active means activation above about 30%, passing the limit was not always enough; inconclusive means no clear call, values can overlap the other calls;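 further: 0% = neutral control wells and 100% = positive control wells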
# Tat transport: E. coli Tat export inhibitors, primary screen, MC4100, TorA-mCherry reporter, fluorescence, single point | inhibition, % at 10 µM | 340,000 tested, 0.036% active;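 active means mean replicate inhibition at least 50% and at least half of replicates individually reaching 50%; inconclusive means only one of the two criteria met; inactive means neither criterion met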;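 further: exported cargo escapes ClpAP degradation while cytoplasmic cargo is degraded and loses fluorescence; 0% = median of neutral control wells and 100% = median of NaSCN control wells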
# E coli growth: E. coli V3065 growth inhibition, primary screen, counter-screen for AddAB inhibitor project, absorbance, OD600; 18 h; AID 449728, 2010; inhibition, % at 11.9 µM; 330,000 tested, 0.27% active;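 active means inhibition above the campaign's mean inhibition across all tested compounds plus 3 SD, cut at about 9.9% in these data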;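 further: uninfected addAB+ strain grown without phage in ampicillin broth; 0% = DMSO wells and 100% = ciprofloxacin 0.95 µg/ml wells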
# PfHsp90 yeast 2: growth inhibition of PfHsp90-expressing yeast, primary screen, antimalarial PfHsp90 inhibitor project, S. cerevisiae, BacTiter-Glo luminescence, single point, set 2; BacTiter-Glo ATP, 48 h; yeast lacking PDR1 and PDR3 efflux regulators; inhibition, % at 9.4 µM; 310,000 tested, 0.32% active; AID 504621, 2011;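 active means every replicate shows inhibition above about 80%, whatever the replicate mean, limit read from the data; inconclusive means mean inhibition reaches the set limit but some replicate falls short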;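 further: 0% = DMSO neutral controls and 100% = 20 µM radicicol positive controls; yeast relying on Plasmodium falciparum Hsp90 in place of its own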
# The depositor's hits bear a star; ? = inconclusive; / = no result given.
# Each structure is followed by: PvdQ acylase	AddAB inh	phage Ecoli inh	CAL PDZ inh	Rtt109 Vps75	DAGLB inh	Wnt bcat act	Tat transport	E coli growth	PfHsp90 yeast 2
> O=C(CN1CCN(S(=O)(=O)c2ccccc2F)CC1)NCC1(N2CCOCC2)CCCCC1
 : -18	0.8	-0.1	-0.7	-4	-2	-2	-3	-2.0	-9
> Cc1cccc(NCC(=O)NNC(=S)Nc2ccccc2)c1
 : -6	3.4	0.3	-1.1	6	4	1	5	-1.7	6
> O=C1/C(=C/c2ccco2)Oc2c1ccc(O)c2CN1CCCCC1
 : 4	5.5	0.6	-2.1	-365	1	-1	1	-0.8	-9
> O=C(Nc1c(F)cccc1F)c1ccc(-n2cncn2)nc1
 : -18	2.1	0.6	-0.1	-9	-1	-3	0	2.2	-2
> O=C(NCCNc1ccc(Cl)cc1[N+](=O)[O-])c1ccccc1F
 : 0	0.6	-0.9	-7.6	0	11	8	1	2.3	7
> COc1cc([C@@H]2[C@H]3CNCC=C3C(C#N)=C(N)C2(C#N)C#N)ccc1OC(C)C
 : -16	4.5	2.7	-1.1	7	-2	-1	-10	1.7	-16
> Cc1ccc(-n2c(SCC(=O)N3CCCCC3)nc(O)cc2=O)cc1
 : 14	0.9	3.3	-0.4	?	0	-1	1	2.8	13
> CC1(C)CC2CC(C)(CN2C(=O)Cc2ccccc2)C1 (stereo unspecified)
 : 11	1.1	2.9	-3.5	24	0	-3	-9	-0.5	-2
> O=c1nc(N2CCOCC2)ccn1-c1nc(-c2ccccc2)oc1-c1ccccc1
 : -8	0.7	2.2	-1.3	0	0	-4	-1	0.6	1
> Cc1c(/C=C/C(=O)c2ccccc2)cnn1C
 : 0	-0.2	3.6	0.4	4	0	/	-9	-0.2	5
> CC(C)CNC(C(=O)Nc1ccc([N+](=O)[O-])cc1Br)c1ccccc1 (stereo unspecified)
 : 5	3.4	-1.9	-1.9	11	-9	-4	1	1.5	-7
> CCc1n[nH]c(=S)n1/N=C/c1c(C)nn(-c2ccccc2)c1Cl
 : -17	0.6	2.4	-0.3	-2	-2	-7	0	1.5	-6
> CCOC(=O)CCc1c(C)n(CC)c2ncnn2c1=O
 : 2	-2.6	0.6	-0.6	15	0	-3	-11	-0.6	10
> CCn1cc(CN2CCC(C(=O)Nc3ccc(Oc4ccccc4F)cc3)CC2)c(C)n1
 : -11	2.3	1.0	-2.4	3	3	-3	2	-1.8	-4
> Cc1ccc(Sc2c(C)[nH]n(C(C)(C)C)c2=O)cc1
 : 5	1.8	2.4	-0.7	8	-2	/	-6	0.7	/
> Cc1cc(=O)[nH]c(N/N=C/c2c(C)nn(-c3ccccc3)c2C)n1
 : 7	4.1	-0.3	0.1	10	1	-2	4	0.1	3
> Cc1onc(-c2ccccc2)c1CNC(=O)Nc1ccccc1
 : -7	-0.9	3.5	-1.3	-6	-1	1	2	0.8	2
> CCCCC1C(=O)NN(c2ccccc2)C1=O (stereo unspecified)
 : -9	/	1.6	-0.4	1	7	-3	2	/	/
> CCC(=O)N=c1sc2cc(F)cc(F)c2n1C
 : -4	2.9	0.8	-0.2	0	-4	2	-2	0.1	1
> CCCCN(Cc1ccccc1)S(=O)(=O)c1cc2c(cc1Br)CC(C)N2C(C)=O (stereo unspecified)
 : -18	/	1.9	-1.3	10	-7	-3	8	/	23

# Reformatted as tab-separated lines: part of the list above
SMILES	PvdQ acylase	AddAB inh	phage Ecoli inh	CAL PDZ inh	Rtt109 Vps75	DAGLB inh	Wnt bcat act	Tat transport	E coli growth	PfHsp90 yeast 2
O=C(CN1CCN(S(=O)(=O)c2ccccc2F)CC1)NCC1(N2CCOCC2)CCCCC1	-18	0.8	-0.1	-0.7	-4	-2	-2	-3	-2.0	-9
Cc1cccc(NCC(=O)NNC(=S)Nc2ccccc2)c1	-6	3.4	0.3	-1.1	6	4	1	5	-1.7	6
O=C1/C(=C/c2ccco2)Oc2c1ccc(O)c2CN1CCCCC1	4	5.5	0.6	-2.1	-365	1	-1	1	-0.8	-9
O=C(Nc1c(F)cccc1F)c1ccc(-n2cncn2)nc1	-18	2.1	0.6	-0.1	-9	-1	-3	0	2.2	-2
O=C(NCCNc1ccc(Cl)cc1[N+](=O)[O-])c1ccccc1F	0	0.6	-0.9	-7.6	0	11	8	1	2.3	7
COc1cc([C@@H]2[C@H]3CNCC=C3C(C#N)=C(N)C2(C#N)C#N)ccc1OC(C)C	-16	4.5	2.7	-1.1	7	-2	-1	-10	1.7	-16
Cc1ccc(-n2c(SCC(=O)N3CCCCC3)nc(O)cc2=O)cc1	14	0.9	3.3	-0.4	?	0	-1	1	2.8	13
CC1(C)CC2CC(C)(CN2C(=O)Cc2ccccc2)C1 (stereo unspecified)	11	1.1	2.9	-3.5	24	0	-3	-9	-0.5	-2
O=c1nc(N2CCOCC2)ccn1-c1nc(-c2ccccc2)oc1-c1ccccc1	-8	0.7	2.2	-1.3	0	0	-4	-1	0.6	1
Cc1c(/C=C/C(=O)c2ccccc2)cnn1C	0	-0.2	3.6	0.4	4	0	/	-9	-0.2	5
CC(C)CNC(C(=O)Nc1ccc([N+](=O)[O-])cc1Br)c1ccccc1 (stereo unspecified)	5	3.4	-1.9	-1.9	11	-9	-4	1	1.5	-7
CCc1n[nH]c(=S)n1/N=C/c1c(C)nn(-c2ccccc2)c1Cl	-17	0.6	2.4	-0.3	-2	-2	-7	0	1.5	-6
CCOC(=O)CCc1c(C)n(CC)c2ncnn2c1=O	2	-2.6	0.6	-0.6	15	0	-3	-11	-0.6	10
CCn1cc(CN2CCC(C(=O)Nc3ccc(Oc4ccccc4F)cc3)CC2)c(C)n1	-11	2.3	1.0	-2.4	3	3	-3	2	-1.8	-4

# Later entries:
# Each structure is followed by: PvdQ acylase	AddAB inh	phage Ecoli inh	CAL PDZ inh	Rtt109 Vps75	DAGLB inh	Wnt bcat act	Tat transport	E coli growth	PfHsp90 yeast 2
> CC1=C(C(=O)OCc2ccccc2)C(c2ccc([N+](=O)[O-])cc2)NC(=O)N1CCCCCC(=O)O (stereo unspecified)
 : -9	-3.2	1.1	-0.9	2	7	1	-2	-1.9	-27
> c1ccc(N2N=C(c3cccs3)CC2c2ccco2)cc1 (stereo unspecified)
 : -11	2.6	0.6	0.6	-114	-1	/	-7	-1.6	1
> CC(C)CCNC(=O)CN(CCN1CCOCC1)C(=O)Cn1nnc(-c2ccc(F)cc2)n1
 : -6	2.6	0.6	-3.0	-7	0	/	4	1.6	6
> N#C/C(=C\c1ccccn1)c1ccccn1
 : 4	-1.4	-0.3	1.4	15	0	17	-15	-2.9	2
> Cc1ccc(-n2c(SCC(=O)Nc3ccc(N4CCOCC4)cc3)nc3ccccc3c2=O)cc1
 : -12	2.2	4.1	-0.2	9	6	0	-5	-3.6	1
> COc1ccccc1CNN
 : -11	0.8	-0.5	0.0	5	-7	1	-1	-3.1	21
> O=C(NC(=S)Nc1ccccc1Br)C1CCCC1
 : -7	2.5	1.8	-0.8	6	-5	15	5	3.2	38
> CC1CCN(C(=O)CSc2nnc(Cc3cc(=O)[nH]c(=O)[nH]3)n2-c2ccc(Cl)cc2)CC1
 : -10	4.8	0.8	-0.9	0	2	-3	4	0.5	5
> CCNC(=O)CN(CCc1ccccc1)S(C)(=O)=O
 : -15	3.7	2.7	-0.3	3	-1	/	0	1.2	-25
> CC(=O)N1CCN(S(=O)(=O)c2cccc(C(=O)Nc3cc(C(F)(F)F)ccc3N3CCOCC3)c2)CC1
 : -6	1.8	-2.9	-2.9	-8	3	-1	2	-2.1	-6
> O=C1[C@H]2[C@@H](C(=O)N1c1cccc3ccccc13)C1(C(=O)c3ccccc3C1=O)N1CCC[C@@H]21
 : -9	0.2	0.5	-2.4	6	1	7	-5	-1.4	-1
> CC(C)(C)OC(=O)N(CCc1ccccc1)Cc1ccc(OCc2cccc(NC(=O)/C=C/c3ccccc3)c2)cc1
 : -28	/	3.1	0.0	-1	-28	5	7	/	6
> CCNC(=O)COC(=O)CCC(=O)c1ccc(F)cc1
 : -12	2.3	-1.9	0.1	-6	-1	-1	2	1.6	-35
> O=C(CN1C(=O)CSc2ncccc21)Nc1cccc(Cl)c1
 : -2	1.7	2.7	-1.1	0	-5	5	6	0.9	2
> CC(=O)Nc1ccc(NC(=O)CSc2nnc(NC(=O)C3CC(=O)N(c4ccc(F)cc4)C3)s2)cc1 (stereo unspecified)
 : -11	-1.4	0.5	-2.3	-14	1	-4	-4	-0.2	-26
> CCCCCCOC(=O)c1ccc(NC(=O)c2cc(OC)c(OC)c(OC)c2Br)cc1
 : -9	1.6	-0.7	0.3	-2	-6	/	9	0.0	7
> CCSc1cnnc2ccccc12
 : -3	/	0.9	-0.9	8	-1	-2	-9	/	9
> CCN1C(=O)c2cccc3c(S(=O)(=O)N(C(=O)c4cccnc4)c4ccc(OC)cc4)ccc1c23
 : 13	4.2	0.9	0.3	-2	0	/	-3	4.3	4
> CC(C)(C)c1ccc(/C=C/C(=O)O)s1
 : -6	-0.5	1.7	-2.5	2	0	7	10	-0.5	/
> O=c1nc2s/c(=C\c3ccco3)c(=O)n2nc1Cc1ccc(F)cc1
 : 4	0.1	2.1	-0.6	8	2	-5	-4	-0.1	0

# Three entries already listed, sorted by formula weight, lowest first:
# Each structure is followed by: PvdQ acylase	AddAB inh	phage Ecoli inh	CAL PDZ inh	Rtt109 Vps75	DAGLB inh	Wnt bcat act	Tat transport	E coli growth	PfHsp90 yeast 2
> CC(C)(C)c1ccc(/C=C/C(=O)O)s1
 : -6	-0.5	1.7	-2.5	2	0	7	10	-0.5	/
> CCn1cc(CN2CCC(C(=O)Nc3ccc(Oc4ccccc4F)cc3)CC2)c(C)n1
 : -11	2.3	1.0	-2.4	3	3	-3	2	-1.8	-4
> CC(=O)Nc1ccc(NC(=O)CSc2nnc(NC(=O)C3CC(=O)N(c4ccc(F)cc4)C3)s2)cc1 (stereo unspecified)
 : -11	-1.4	0.5	-2.3	-14	1	-4	-4	-0.2	-26

# Other records.
# Each structure is followed by: PvdQ acylase	AddAB inh	phage Ecoli inh	CAL PDZ inh	Rtt109 Vps75	DAGLB inh	Wnt bcat act	Tat transport	E coli growth	PfHsp90 yeast 2
> COCCCNC(=S)N/N=C/c1ccc(N(C)C)cc1
 : -12	1.1	3.4	0.5	-13	-1	0	-2	0.8	14
> CCN(CC)C(=O)C(C)OC(=O)COc1ccc(Cl)cc1C (stereo unspecified)
 : -3	1.4	2.0	-0.5	-3	1	-3	-8	3.1	18
> O=C(CN1CCCC1)N1c2ccccc2Sc2ccc(Cl)cc21
 : -11	/	1.9	0.4	-14	-2	-4	-2	/	-3
> CC1CN(S(=O)(=O)c2ccc(C(=O)Nc3nncs3)cc2)CC(C)O1 (stereo unspecified)
 : -9	-1.3	-0.3	0.5	-9	0	1	-2	-0.2	-17
